TcdB inh – TcdB glycohydrolase inhibitors, primary screen, biochemical, single point, plate reader. Toxin B (Clostridioides difficile), P18177. TcdB glycohydrolase enzymatic assay. inhibition, % at 9.99 µM. 0.24% of 350,000 active; in the data active means inhibition above about 10%
* marks the source's active call; other numbers are inactive results. The list is partial. The share of hits here may be higher or lower than overall.

SMILES	TcdB inh
Cc1ccc(-c2ccc([C@@H]3[C@@H](CO)N4CCCCN(S(=O)(=O)c5cccc(C)c5)C[C@@H]34)cc2)cc1	-0.1
C[C@H]1CN([C@@H](C)CO)C(=O)c2cc(NS(=O)(=O)c3cn(C)cn3)ccc2O[C@@H]1CN(C)S(=O)(=O)c1ccc(F)cc1	-1.4
C[C@@H]1CN([C@H](C)CO)S(=O)(=O)c2ccc(-c3ccc(C#N)cc3)cc2O[C@H]1CN(C)C(=O)C1CC1	-0.3
C[C@@H]1CN([C@H](C)CO)S(=O)(=O)c2ccc(-c3ccccc3)cc2O[C@H]1CN(C)C(=O)Cc1ccccc1	1.6
COc1ccccc1-c1ccc2c(c1)O[C@@H](CN(C)C(=O)Nc1cccc(F)c1)[C@@H](C)CN([C@H](C)CO)S2(=O)=O	-0.8
CCCC#Cc1cnc2c(c1)C(=O)N([C@H](C)CO)C[C@H](C)[C@@H](CN(C)C(=O)Nc1cccc(F)c1)O2	-0.2
Cc1noc(C)c1NC(=O)N(C)C[C@@H]1Oc2ccc(NS(=O)(=O)c3ccc(F)cc3)cc2C(=O)N([C@@H](C)CO)C[C@H]1C	-0.3
O=C(Nc1ccccc1)N1CC(=O)N2[C@H](CO)[C@@H](c3ccc(C#CC4CCCC4)cc3)[C@@H]2C1	0.0
C[C@@H]1CCCCO[C@H](CN(C)S(=O)(=O)c2ccc(Cl)cc2)[C@H](C)CN([C@@H](C)CO)C(=O)c2cc(NC(=O)CCC(F)(F)F)ccc2O1	1.1
O=C(c1ccccn1)N1CC(=O)N2[C@H](CO)[C@H](c3ccc(C#CCc4ccccc4)cc3)[C@H]2C1	2.1
CCNC(=O)C[C@@H]1C=C[C@H](NC(=O)NC2CCCCC2)[C@@H](CO)O1	0.0
C[C@@H]1CN([C@@H](C)CO)C(=O)c2cc(NC(=O)Nc3ccc(C(F)(F)F)cc3)ccc2O[C@H]1CN(C)C(=O)Nc1ccc2c(c1)OCO2	0.5
C[C@H]1CN([C@@H](C)CO)C(=O)c2cc(NC(=O)C3CCCCC3)ccc2O[C@@H]1CN(C)C(=O)Nc1ccccc1	0.4
COc1cccc(S(=O)(=O)N[C@@H]2CC[C@H](CCn3cc(-c4ccccn4)nn3)O[C@H]2CO)c1	0.2
Cc1cccc(-c2ccc([C@H]3[C@@H](CO)N4CCCCN(S(=O)(=O)c5ccccc5C)C[C@H]34)cc2)c1	-0.9
COCc1cn(CC[C@@H]2CC[C@@H](NC(=O)CCN3CCCCC3)[C@H](CO)O2)nn1	-3.0
C[C@H]1CN([C@@H](C)CO)C(=O)c2cc(NS(C)(=O)=O)ccc2O[C@H]1CN(C)S(C)(=O)=O	-0.1
C[C@@H]1CN([C@@H](C)CO)C(=O)c2cc(C#CCc3ccccc3)cnc2O[C@@H]1CN(C)C(=O)C1CC1	0.2
C[C@@H]1CN([C@H](C)CO)C(=O)c2cc(NS(=O)(=O)c3cccs3)ccc2O[C@H]1CN(C)CC1CCCCC1	0.1
C[C@@H](NC(=O)[C@H]1[C@H](CO)[C@H]2Cn3c(cccc3=O)[C@@H]1N2C(=O)C1CC1)c1ccccc1	-0.2

A portion from further up:
SMILES	TcdB inh
Cc1ccc(-c2ccc([C@@H]3[C@@H](CO)N4CCCCN(S(=O)(=O)c5cccc(C)c5)C[C@@H]34)cc2)cc1	-0.1
C[C@H]1CN([C@@H](C)CO)C(=O)c2cc(NS(=O)(=O)c3cn(C)cn3)ccc2O[C@@H]1CN(C)S(=O)(=O)c1ccc(F)cc1	-1.4
C[C@@H]1CN([C@H](C)CO)S(=O)(=O)c2ccc(-c3ccc(C#N)cc3)cc2O[C@H]1CN(C)C(=O)C1CC1	-0.3
C[C@@H]1CN([C@H](C)CO)S(=O)(=O)c2ccc(-c3ccccc3)cc2O[C@H]1CN(C)C(=O)Cc1ccccc1	1.6
COc1ccccc1-c1ccc2c(c1)O[C@@H](CN(C)C(=O)Nc1cccc(F)c1)[C@@H](C)CN([C@H](C)CO)S2(=O)=O	-0.8
CCCC#Cc1cnc2c(c1)C(=O)N([C@H](C)CO)C[C@H](C)[C@@H](CN(C)C(=O)Nc1cccc(F)c1)O2	-0.2
Cc1noc(C)c1NC(=O)N(C)C[C@@H]1Oc2ccc(NS(=O)(=O)c3ccc(F)cc3)cc2C(=O)N([C@@H](C)CO)C[C@H]1C	-0.3
O=C(Nc1ccccc1)N1CC(=O)N2[C@H](CO)[C@@H](c3ccc(C#CC4CCCC4)cc3)[C@@H]2C1	0.0
C[C@@H]1CCCCO[C@H](CN(C)S(=O)(=O)c2ccc(Cl)cc2)[C@H](C)CN([C@@H](C)CO)C(=O)c2cc(NC(=O)CCC(F)(F)F)ccc2O1	1.1
O=C(c1ccccn1)N1CC(=O)N2[C@H](CO)[C@H](c3ccc(C#CCc4ccccc4)cc3)[C@H]2C1	2.1
CCNC(=O)C[C@@H]1C=C[C@H](NC(=O)NC2CCCCC2)[C@@H](CO)O1	0.0
C[C@@H]1CN([C@@H](C)CO)C(=O)c2cc(NC(=O)Nc3ccc(C(F)(F)F)cc3)ccc2O[C@H]1CN(C)C(=O)Nc1ccc2c(c1)OCO2	0.5

Next section:
SMILES	TcdB inh
C[C@@H]1CN([C@@H](C)CO)C(=O)c2cc(NC(=O)Cc3ccccc3)ccc2O[C@H]1CN(C)CC1CCCCC1	0.0
O=C(C1CC1)N1[C@@H](CO)[C@@H]2c3ccccc3N(S(=O)(=O)c3ccc(F)cc3)C[C@@H]21	1.2
C[C@H](CO)N1C[C@H](C)[C@H](CN(C)Cc2cccc(F)c2)Oc2cc(C#CC3CC3)ccc2S1(=O)=O	-0.9
O=C(C[C@H]1CC[C@@H]2[C@H](COC[C@H](O)CN2S(=O)(=O)c2ccccc2)O1)NCc1ccc2c(c1)OCO2	0.2
CC(C)CC#Cc1cnc2c(c1)C(=O)N([C@H](C)CO)C[C@@H](C)[C@@H](CN(C)C(=O)Cc1cccnc1)O2	-0.1
COc1ccc(CNC(=O)C[C@H]2C[C@@H]3c4cc(N(C)C)ccc4O[C@@H]3[C@H](CO)O2)cc1	-49
COc1ccc(S(=O)(=O)N(C)C[C@H]2OCCCC[C@H](C)Oc3ccc(NC(=O)Cc4ccccc4)cc3C(=O)N([C@@H](C)CO)C[C@H]2C)cc1	-0.6
O=C(C[C@@H]1CC[C@@H](NS(=O)(=O)c2ccc(F)cc2)[C@H](CO)O1)NCc1ccncn1	0.6
O=C(c1ccc2c(c1)OCO2)N1C[C@@H]2[C@H](c3ccccc31)[C@@H](CO)N2Cc1cccnc1	-0.7
CO[C@@H]1CC[C@H]2CCOc3c(C#N)cccc3C(=O)N(C)[C@@H](C)C(=O)N(C)C[C@@H]1O2	-6.6
C[C@H](CO)N1C[C@H](C)[C@@H](CN(C)C(=O)C2CC2)Oc2ncc(-c3ccccc3F)cc2C1=O	-0.6
CO[C@@H]1CN(C)C(=O)c2ccc(NC(=O)CC(F)(F)F)cc2OC[C@H](C)N(C(=O)C2CCOCC2)C[C@H]1C	-2.4
C[C@@H]1CN([C@@H](C)CO)C(=O)c2cc(NC(=O)Nc3ccc4c(c3)OCO4)ccc2O[C@@H](C)CCCCO[C@H]1CN(C)C(=O)c1ccccc1	-7.9
C[C@@H]1CN([C@H](C)CO)C(=O)c2cc(NS(=O)(=O)c3ccc(Cl)cc3)ccc2O[C@@H](C)CCCCO[C@H]1CN(C)C(=O)Nc1ccc(F)cc1	0.2
O=C(C[C@H]1CC[C@@H](NS(=O)(=O)c2ccc(F)cc2)[C@H](CO)O1)NC1CCCCC1	0.3
CC(=O)N(C)C[C@H]1[C@H](c2ccc(-c3cccnc3)cc2)[C@@H](CO)N1C(=O)C1CC1	0.6
C[C@@H]1CN([C@@H](C)CO)C(=O)c2cccc(NC(=O)Nc3ccc(F)cc3)c2O[C@@H]1CN(C)C(=O)Nc1ccccc1	-0.2
COc1ccc(NC(=O)N(C)C[C@@H]2Oc3ccc(NC(=O)Nc4cccc5ccccc45)cc3C(=O)N([C@@H](C)CO)C[C@H]2C)cc1	0.0
COCC#Cc1ccc2c(c1)O[C@@H](CN(C)C(=O)C1CC1)[C@@H](C)CN([C@H](C)CO)S2(=O)=O	-2.7
O=C(Nc1ccccc1F)N1CC(=O)N2[C@H](CO)[C@@H](c3ccc(-c4ccccc4)cc3)[C@H]2C1	1.5
C[C@H]1CN([C@@H](C)CO)C(=O)c2ccccc2-c2ccccc2CO[C@H]1CN(C)S(=O)(=O)c1ccc(F)cc1	1.2
COc1cccc(C(=O)N2C[C@H]3[C@@H](c4ccccc42)[C@@H](CO)N3C(C)=O)c1	-0.1
CC(C)(C)[S@@](=O)N1Cc2cc(C(=O)N3CCc4ccccc4C3)nc(-c3cccc(-c4ccncc4)c3)c2[C@H]1CCO	1.2
COc1cccc(NC(=O)N2C[C@@H](O)COC[C@@H]3O[C@@H](CC(=O)N(C)C)CC[C@H]32)c1	-1.1
C[C@H]1CCCCO[C@@H](CN(C)C(=O)NC2CCCCC2)[C@@H](C)CN([C@@H](C)CO)C(=O)c2cc(NS(=O)(=O)c3cn(C)cn3)ccc2O1	1.2
COc1ccc(NC(=O)Nc2cccc3c2O[C@@H](CN(C)S(=O)(=O)c2cccs2)[C@H](C)CN([C@@H](C)CO)C3=O)cc1	0.7
C[C@@H]1CN([C@@H](C)CO)C(=O)c2cc(NC(=O)Nc3ccccc3)ccc2O[C@@H]1CN(C)CC1CCCCC1	-3.3
C[C@@H]1CN([C@H](C)CO)C(=O)Cc2cc(NC(=O)Nc3cccc4ccccc34)ccc2O[C@@H]1CN(C)CC1CC1	-0.8
CO[C@H]1CN(C)C(=O)c2cc(NC(C)=O)ccc2OC[C@@H](C)N(C(=O)c2ccncc2)C[C@H]1C	1.3
C[C@H](CO)N1C[C@H](C)[C@H](CN(C)Cc2ccc3c(c2)OCO3)Oc2ccc(NC(=O)CCCCCC(=O)Nc3ccccc3N)cc2C1=O	0.5
C[C@H](O)C#Cc1ccc([C@@H]2[C@H](CO)N3CCCCN(CC4CC4)C[C@@H]23)cc1	0.4
CS(=O)(=O)Nc1ccc2c(c1)[C@H]1C[C@H](CC(=O)NCc3ccccn3)O[C@H](CO)[C@H]1O2	0.2
C[C@H](CO)N1C[C@H](C)[C@@H](CN(C)Cc2ccc(C(=O)O)cc2)OCc2cn(nn2)CCCC1=O	-1.2
Cc1noc(C)c1S(=O)(=O)N(C)C[C@H]1Oc2ccc(NC(=O)Nc3cccc4ccccc34)cc2CC(=O)N([C@@H](C)CO)C[C@@H]1C	-1.4
COCc1cn(CC[C@@H]2CC[C@@H](NC(=O)Cc3cccnc3)[C@H](CO)O2)nn1	-0.5
O=S(=O)(c1ccc(F)cc1)N1CCCCN2[C@H](CO)[C@@H](c3ccc(-c4cncnc4)cc3)[C@@H]2C1	-0.1
CCCN1C[C@H](C)[C@@H](OC)CN(C)C(=O)c2ccc(NS(=O)(=O)c3cn(C)cn3)cc2OC[C@H]1C	-0.5
CC(C)NC(=O)Nc1ccc2c(c1)CC(=O)N([C@@H](C)CO)C[C@H](C)[C@H](CN(C)S(=O)(=O)c1cccs1)O2	-5.4
COCCNC(=O)C[C@H]1C[C@@H]2c3cc(NC(=O)NC4CCCC4)ccc3O[C@@H]2[C@H](CO)O1	-0.1
Cc1cccc(S(=O)(=O)N2CCCCN3[C@@H](CO)[C@H](c4ccc(C#CC5CC5)cc4)[C@@H]3C2)c1	-0.3
CC(=O)N1[C@H](CO)[C@H](c2ccccc2)[C@@H]1CN(C(=O)c1ccc(F)cc1)C(C)C	0.7
O=C(C[C@H]1CC[C@H]2[C@@H](COC[C@H](O)CN2C(=O)Nc2ccc(Cl)c(Cl)c2)O1)NC1CCC1	-0.4
C[C@@H]1CN([C@@H](C)CO)C(=O)Cc2cc(NC(=O)c3ccncc3)ccc2O[C@H]1CN(C)Cc1ccc(-c2ccccc2)cc1	0.8
C[C@@H]1CN([C@@H](C)CO)S(=O)(=O)c2ccc(-c3ccncc3)cc2O[C@@H]1CN(C)C(=O)Nc1ccc(F)cc1	1.8
C[C@@H]1CN([C@H](C)CO)C(=O)Cc2cc(NS(=O)(=O)c3cn(C)cn3)ccc2O[C@H]1CN(C)C	0.1
CCC(=O)N1CC2(C1)[C@@H](c1ccccc1)[C@H](CO)N2CCC(F)(F)F	0.5
O=C(C1CC1)N1C[C@@H]2[C@H](c3ccccc31)[C@@H](CO)N2C(=O)Nc1cccc(F)c1	1.7
CS(=O)(=O)N1CC(=O)N2[C@H](C1)[C@@H](c1ccc(C#CCC3CCCC3)cc1)[C@@H]2CO	-0.8
COc1ccc(CN(C)C[C@@H]2OCCCC[C@H](C)Oc3ccc(NC(=O)c4ccncc4)cc3C(=O)N([C@H](C)CO)C[C@@H]2C)cc1	0.1
C[C@H](CO)N1C[C@H](C)[C@H](CN(C)C(=O)c2ccc(F)cc2)Oc2ncc(C3=CCCC3)cc2C1=O	-0.3
C[C@@H]1CN([C@H](C)CO)C(=O)c2cc(NC(=O)c3ccncc3)ccc2O[C@H]1CN(C)CC1CCCCC1	-0.1
O=C(N[C@H]1C=C[C@H](CC(=O)N2CCC(Cc3ccccc3)CC2)O[C@@H]1CO)c1cnccn1	-0.4
C[C@H](CO)N1C[C@H](C)[C@H](CN(C)Cc2ccc(-c3ccccc3)cc2)Oc2ccc(NC(=O)C3CC3)cc2C1=O	0.5
C[C@H](CO)N1C[C@H](C)[C@H](CN(C)S(=O)(=O)c2ccccc2)Oc2ccc(NC(=O)Nc3ccc(F)cc3)cc2C1=O	-0.2
C[C@H]1CN([C@@H](C)CO)C(=O)c2cc(C3=CCCC3)cnc2O[C@H]1CN(C)C(=O)NC1CCCC1	0.6
Cc1noc(C)c1S(=O)(=O)Nc1ccc2c(c1)C(=O)N([C@@H](C)CO)C[C@H](C)[C@@H](CN(C)S(=O)(=O)c1cn(C)cn1)OCCCC[C@H](C)O2	0.1
Cc1ccc(S(=O)(=O)N(C)C[C@H]2OCCCC[C@H](C)Oc3ccc(NS(=O)(=O)c4cn(C)cn4)cc3C(=O)N([C@H](C)CO)C[C@H]2C)cc1	-0.1
Cc1ccc(S(=O)(=O)N(C)C[C@H]2Oc3ncc(-c4ccccc4)cc3C(=O)N([C@@H](C)CO)C[C@H]2C)cc1	0.2
C[C@@H]1CN([C@H](C)CO)S(=O)(=O)c2ccc(C3=CCCCC3)cc2O[C@H]1CN(C)C(=O)C1CC1	1.1
CCCC#Cc1ccc([C@H]2[C@@H](CO)N(C(=O)C3CCCC3)[C@H]2C#N)cc1	-12
CO[C@@H](CN(C)C(=O)c1cc(Cl)cc(Cl)c1)[C@@H](C)CN(C(=O)Nc1ccc(F)cc1)[C@H](C)CO	0.6

Assay outcomes deposited in PubChem by Broad Institute.
